# Compound activity (PubChem)
# HCMV antiviral = qHTS Assay for inhibitors of the human cytomegalovirus (HCMV); HFF cells, HCMV-luciferase reporter, 72 h; active compounds read low; activity change, negative = inhibition, % at 57.5 µM; 4.5% of 410,000 active; AID 1259415, 2018; in the data active = activity change below about -60%; inconclusive = no clear call, values can overlap the other calls; inactive = above about -39%
#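 Human foreskin fibroblasts infected with luciferase-reporter HCMV at MOI 1 PFU/cell, compounds at two doses. Luciferase measured 72 h post infection; normalized to buffer-only basal and Salinomycin (10uM) controls.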
# AMA1 RON2 block = qHTS for Inhibitors of AMA1-RON; Towards Development of Antimalarial Drug Lead: Primary Screen; AlphaScreen AMA1-biotinylated RON2 peptide binding; Potency, µM (highest dose often 58.2 µM), without a hit: at the top dose activity change, negative = inhibition, most hits filed as inhibitors; 0.2% of 360,000 active;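 also: potency is read from the fitted curve at half-maximal effect; 0% = vehicle wells and -100% = peptide control; nearly all actives have a fitted effect of over 45% in size; some results filed as inactive show a strong effect at the top dose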
#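 AMA1 (3D7) with his tag at 25 nM final met compounds first, then biotinylated RON2 peptide at 25 nM; detection used donor plus acceptor beads, 10 µg/mL apiece, read by AlphaScreen after 30 min at room temperature.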
# Sm TGR block = qHTS Assay for the Inhibitors of Schistosoma Mansoni Peroxiredoxins; Schistosoma mansoni thioredoxin glutathione reductase (TGR), Q962Y6; purified TGR, DTNB reduction, TNB absorbance 405 nm; Potency, µM (doses to about 114 µM), for the others: top-dose activity change, negative = inhibition, actives largely listed as inhibitors; 3% of 360,000 active; also: potency is read from the fitted curve at half-maximal effect; nearly all actives have a fitted effect of over 60% in size
#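 Kinetic colorimetric format: TGR-catalysed, NADPH-driven DTNB reduction monitored via TNB absorbance. Enzyme dispensed at 20 nM; compound exposure 15 min at room temperature before reaction start.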
# Giardia FBPA inh = qHTS Assay for Inhibitors of Fructose-1,6-bisphosphate Aldolase from Giardia Lamblia. A8B2U2. purified Giardia FBPA. Potency, µM (top dose mostly 59.6 µM), without a hit: top-dose activity, negative = inhibition, hits mostly inhibitors. 0.71% of 290,000 active; also: potency is read from the fitted curve at half-maximal effect; nearly all actives have a fitted effect of over 55% in size
# Target sequence (A8B2U2 whole entry, looked up): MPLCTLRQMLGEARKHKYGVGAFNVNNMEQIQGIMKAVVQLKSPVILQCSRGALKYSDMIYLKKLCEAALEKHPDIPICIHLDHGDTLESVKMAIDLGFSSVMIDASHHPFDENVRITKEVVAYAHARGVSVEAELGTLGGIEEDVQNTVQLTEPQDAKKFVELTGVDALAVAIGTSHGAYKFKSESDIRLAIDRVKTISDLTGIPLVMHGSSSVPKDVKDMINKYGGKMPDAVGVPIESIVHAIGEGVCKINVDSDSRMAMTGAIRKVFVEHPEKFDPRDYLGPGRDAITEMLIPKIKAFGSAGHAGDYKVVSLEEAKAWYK
#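 40 nM FBPA preincubated 10 min at RT with compound (up to 57.5 uM final), then substrate plus GAPDH/TPI/NAD/arsenate coupling and diaphorase/resazurin added. Fluorescence read after 20 min at RT, 525/598 nm.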
# AmpC inh detg = qHTS Inhibitors of AmpC Beta-Lactamase (assay with detergent); P00811; AmpC hydrolysis of nitrocefin, absorbance 480 nm, 0.01% Triton; Potency, µM (highest dose often 114 µM), without a hit: at the top dose activity change, negative = inhibition, hits mostly inhibitors; 0.041% of 370,000 active;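 also: potency is read from the fitted curve at half-maximal effect; 0% = no-compound wells and -100% = no-enzyme wells; nearly all actives have a fitted effect of over 25% in size; some results filed as inactive show a strong effect at the top dose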
# Target sequence (P00811 whole entry, looked up): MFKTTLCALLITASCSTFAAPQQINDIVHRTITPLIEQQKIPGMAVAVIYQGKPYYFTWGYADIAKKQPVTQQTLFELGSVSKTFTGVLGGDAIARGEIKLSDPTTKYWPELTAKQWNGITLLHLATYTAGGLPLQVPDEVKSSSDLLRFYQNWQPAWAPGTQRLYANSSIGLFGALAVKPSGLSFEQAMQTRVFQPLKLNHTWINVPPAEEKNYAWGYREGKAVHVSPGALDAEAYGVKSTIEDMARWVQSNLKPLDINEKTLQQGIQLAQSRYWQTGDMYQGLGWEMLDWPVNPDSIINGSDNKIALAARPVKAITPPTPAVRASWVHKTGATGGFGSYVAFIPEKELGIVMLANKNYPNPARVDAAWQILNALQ
#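 20 mM phosphate pH 7.0 + 0.01% (detergent screen) or 0.0001% Triton X-100; 5.3 nM AmpC reagent; cpd preinc 15 min RT; nitrocefin (800 uM stock) to start; A480 q20 s × 4 min; Activity was normalised to no-enzyme and no-compound control wells.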
# HCV inh = qHTS Assay for Inhibitors of Hepatitis C Virus (HCV) | Huh7.5.1 HCVcc-Cre infection, luciferase reporter, 44 h | Potency, µM (top dose mostly 41.8 µM), for the others: at the top dose activity change, negative = inhibition, hits mostly inhibitors | 3.4% of 340,000 active; also: potency is read from the fitted curve at half-maximal effect
#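 Reporter virus HCVcc-Cre (~0.5 moi) infects cells exposed to compound; seeding density 1,000 cells/well with 4 h settling beforehand. Luminescence, 15 sec read, taken 44 h post-infection following a 15 min RT substrate incubation.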
# * = called active by the depositor; ? = inconclusive; nt = not tested or not shown; & = joins results of further samples; [ ] = dose if it differs, or a comment. Unless noted, calls follow the shape of the dose curve; as a rule, active = well fitted curve in the direction sought with a large enough effect; inconclusive = small, poorly fitted or top-dose-only effect, or another doubt; inactive = no such curve, though single readings can be large; an effect the other way counts as inactive or inconclusive. Unless noted, % is scaled to controls: 0 for no effect and ±100 for the full control effect.
SMILES,HCMV antiviral,AMA1 RON2 block,Sm TGR block,Giardia FBPA inh,AmpC inh detg,HCV inh
CCn1cc(C(=O)NCCCOC)c(=O)c2cc(S(=O)(=O)N3CCc4ccccc4C3)ccc21,-15.2,nt,-5.3%,nt,2.3%,nt
Cc1cc(NC(=O)CSc2nccn2-c2ccc(Cl)cc2)no1,-6.5,1.5%,2.5%,14.0%,0.7%,-22.2%
Nc1cc(C(=O)OCC(=O)Nc2cccc(S(=O)(=O)N3CCOCC3)c2)ccc1Cl,-1.6,-3.2%,nt,nt,nt,-19.0%
CC(=O)Nc1cc(C(F)(F)F)ccc1OCC1CCCO1 (centres undefined),-7.7,1.8%,-2.8%,-1.3%,?,0.0%
CCc1nnc2c(N3CCN(c4cccc(C)c4)C(C)C3)nc3ccccc3n12 (centres undefined),?,nt,-1.4%,nt,27.8%,nt
COCCCN1C(=O)C(=O)/C(=C(/O)c2ccc(OC(C)C)cc2)C1c1ccc(O)c(OC)c1 (centres undefined),-3.8,-4.7%,-21.7%,18.7%,?,21.5%
O=C(CSc1nnc(-c2cccs2)n1CC1CCCO1)N1CCCC1 (centres undefined),-4.9,1.6%,nt,-4.7%,-4.7%,32.1%[activator]
CC(=O)Nc1ccc(S(=O)(=O)N2CCN(c3cc(C)nc4ccccc34)CC2)cc1,?,20.1%,-10.4%,-7.3%,?,13.5%&-7.8%
COC(=O)c1sc(NC(=O)CCCn2nc([N+](=O)[O-])cc2C)c(C(=O)OC)c1C,?,10.1%,-0.7%,0.1%,-8.0%,?
COc1ccc(C)cc1Nc1n[n+](-c2ccccc2)c(-c2c(OC)ccc3ccccc23)s1,-100.9*,?,-1.4%,nt,-4.1%,31.6µM*
O=C(Nc1ccccc1C(=O)NC1CCCC1)NC1CCCC1,-5.1,-5.8%,7.2%,-5.0%,?,2.4%
Fc1ccc(CSc2nnc(-c3ccco3)o2)cc1,-17.5,-0.6%,2.4%,0.1%,-11.4%,-1.0%
Cc1ccc2nc(N(CCCN(C)C)C(=O)c3ccc(S(=O)(=O)N(C)C)cc3)sc2c1,31.6,11.8%,-11.1%,-5.5%,3.1%,19.3%
COc1ccc(CCNC(=O)c2ccnc(C(C)(C)C)c2)cc1OC,8.8,9.4%,nt,nt,nt,?
O=C1CC(CSc2ccc(Cl)cc2)=NN1,5.7,16.2%,-36.0%,6.5%,4.2%,12.4%
Cc1cc(C)cc(OC(C)C(=O)Nc2ccc3c(c2)n(C)c(=O)n3C)c1 (centres undefined),48.3,0.0%,-23.3%,-2.5%,-19.2%,-11.2%
Cc1cc(C)c(S(=O)(=O)Nc2cc(-c3cn4ccccc4n3)ccc2C)cc1C,-15.7,nt,?,nt,20.7%,nt
COc1ccc(/C=N/NC(=O)c2cccc([N+](=O)[O-])c2)cc1OS(=O)(=O)c1ccc(C)cc1,-10.9,-1.4%,8.5%,2.0%,1.8%,-22.4%
O=c1[nH]c(N2CCc3ccccc3C2)nc2c1CCC2,-4.1,-10.7%,-13.2%,3.8%,1.3%,?
Nc1nnc(-c2ccncc2)s1,-27.6,?,8.4%,-2.3%,?,-6.2%
CCOC(=O)N1CCC(=NNC(=O)c2ccccc2F)CC1,13.0,24.4%,3.0%,-5.0%,-0.8%,11.7%
Cc1ccc([N+](=O)[O-])c(OCCCN2CCC(Cc3ccccc3)CC2)c1,-7.2,-14.2%,nt,nt,nt,5.9%
Nc1c(-c2cccc(Cl)c2)cnc2c(-c3ccccc3)cnn12,43.5,70.3%[activator],2.4%,5.2%,-7.4%,3.9%
CN1C(=O)N(S(=O)(=O)c2ccc(F)c(F)c2F)C(=O)C1(C)C,-9.7,?,5.7%,0.1%,-9.3%,1.6%
CC(C)(C)OC(=O)N1CCC(c2c(C(=O)N3CCOCC3)cnn2-c2cccc(F)c2)CC1,14.2,nt,4.1%,nt,-0.3%,nt
CCN(CC)C(=O)CSc1nnc(-c2cc3ccccc3cc2O)n1CC,-25.6,2.2%,4.4%,16.1%,?,?
CCCCCCCCNC(=O)CCNC(=O)c1ccc(C(C)(C)C)cc1,17.1,20.3%,-2.9%,-2.3%,-10.6%,-7.4%
O=S(=O)(CC(O)(c1ccccc1)c1ccccc1)CC(O)(c1ccccc1)c1ccccc1,-40.0,9.8%,nt,nt,nt,7.2%
Cc1cccc(CCNC(=O)CCc2nc(-c3ccccc3F)no2)c1,70.9,-2.6%,0.3%,0.1%,?,?
Cc1ccsc1/C=N/Nc1ccc(F)cc1F,33.7,-22.6%,-0.9%,-1.8%,5.7%,13.3%
CN(C)CCN1C(=O)C(=O)/C(=C(/O)c2ccc3c(c2)OCCO3)C1c1ccccn1 (centres undefined),0.6,52.7%[activator],33.8%,?,-3.9%,4.2%
Cc1cccc(-n2nc(C(=O)Nc3ccccc3)n3c(=O)cc(-c4ccccc4)nc23)c1,-30.9,-2.1%,-6.3%,0.1%,?,18.3%
COc1cc(C(=O)N(Cc2cccnc2)Cc2cc3cc4c(cc3[nH]c2=O)OCCO4)cc(OC)c1OC,21.1,16.7%,-11.1%,-7.5%,1.0%,15.8%
COc1ccc(N(CC(=O)NCCSCc2ccc(Cl)cc2)S(C)(=O)=O)cc1Cl,-10.6,-9.0%,?,4.2%,4.7%,8.0%
C/C(=N\NC(=O)c1ccc(N)cc1)C1CC1,14.4,38.7%[activator],-0.9%,nt,-1.8%,1.7%
Cc1ccc(C(=O)Nc2scc(-c3ccccc3)c2C(=O)O)cc1,29.7,10.2%,nt,nt,nt,23.4%

# An excerpt from above, showing only HCMV antiviral.
smiles	HCMV antiviral
CCCCCCCCNC(=O)CCNC(=O)c1ccc(C(C)(C)C)cc1	17.1
O=S(=O)(CC(O)(c1ccccc1)c1ccccc1)CC(O)(c1ccccc1)c1ccccc1	-40.0

# More compounds follow:
SMILES,HCMV antiviral,AMA1 RON2 block,Sm TGR block,Giardia FBPA inh,AmpC inh detg,HCV inh
O=C(O)CC(NS(=O)(=O)c1ccc2c(c1)OCCO2)c1ccccc1[N+](=O)[O-] (centres undefined),26.8,6.3%,nt,nt,nt,4.8%
CC1(c2ccc3c(c2)OCCCO3)NC(=O)N(CC(=O)Nc2cccc(C#N)c2)C1=O (centres undefined),0.0,-1.8%[11.6 µM],4.5%,nt,8.6%,-10.4%
COc1ccc(OC)c(S(=O)(=O)NCC(=O)O)c1,-13.9,-3.9%,0.7%,-0.3%,0.4%,9.2%
CC(C)CNC(=O)N1c2ccccc2Sc2ccccc21,-23.3,0.7%,18.2%,7.4%,5.5%,-2.4%
COc1ccc(Cc2nnc(NC(=O)c3cc(OC)c(OC)c(OC)c3)s2)cc1OC,217.3,-1.2%,-16.2%,-2.9%,-5.6%,-17.8%
COC(=O)c1ccccc1NC(=O)CSc1nc2nc(C)cc(C)n2n1,-0.7,nt,1.0%,nt,-1.5%,nt
Cc1ccc(C(C)(C)NC(=O)C2CCC(=O)N(CC3CCCCC3)C2)cc1 (centres undefined),-26.7,3.6%,-19.3%,6.4%,-5.6%,-0.7%
COc1ccc(C(=O)CN2CCN(c3ncccn3)CC2)cc1,-31.5,-27.7%,?,?,2.4%,-13.9%
CCOc1cc(C#N)ccc1OCC(=O)NNC(=O)CC1CCS(=O)(=O)C1 (centres undefined),-5.6,32.9%[activator],-2.8%,nt,-18.9%,2.5%
CC1CC(=O)N(CCc2ccccc2)C(=O)C1,-22.8,11.0%,nt,nt,nt,-1.9%
CC(=O)Nc1ccc(C(=O)OCC(=O)c2ccc(C)c([N+](=O)[O-])c2)cc1,-17.1,-4.9%,3.2%,0.7%,2.9%,-16.1%
CC(NS(=O)(=O)c1ccc(Cl)c(Cl)c1)C(=O)OCC(=O)N1CCCCCC1 (centres undefined),0.0,1.2%,-1.2%,nt,-4.4%,15.9%

# Full records, looked up by structure. Screens in order: HCMV antiviral	AMA1 RON2 block	Sm TGR block	Giardia FBPA inh	AmpC inh detg	HCV inh
# `COc1ccc(OC)c(S(=O)(=O)NCC(=O)O)c1` in the list: -13.9	-3.9%	0.7%	-0.3%	0.4%	9.2%
# `CC1CC(=O)N(CCc2ccccc2)C(=O)C1` in the list: -22.8	11.0%	nt	nt	nt	-1.9%
# `COc1ccc(Cc2nnc(NC(=O)c3cc(OC)c(OC)c(OC)c3)s2)cc1OC` in the list: 217.3	-1.2%	-16.2%	-2.9%	-5.6%	-17.8%

# The list goes on.
SMILES,HCMV antiviral,AMA1 RON2 block,Sm TGR block,Giardia FBPA inh,AmpC inh detg,HCV inh
COC(=O)C(C)Oc1cc(C)cc2oc(=O)c3c(c12)CCCC3 (centres undefined),34.7,-3.6%,1.8%,10.3%,-4.5%,?
CCCOc1ccc(N2C(=O)CC(N3CC=C(c4ccccc4)CC3)C2=O)cc1 (centres undefined),-32.6,-8.2%,28.2µM*,-0.6%,-2.0%,-8.1%
CCCCN(C)CCNC(=O)c1ccc2c(c1)NC(=O)CN2,2.1,nt,0.6%,nt,-5.4%,nt
Nc1nc(Nc2ccccc2F)nc(NC2CCCCC2)c1[N+](=O)[O-],-66.0*,-19.9%,-10.5%,8.1%,-12.8%,?
COC(=O)[C@]1(C)N[C@H](CN(C)C(=O)c2ccc(F)cc2)[C@@H]2C(=O)N(C)C(=O)[C@@H]21,-6.5,0.0%,nt,nt,nt,?
Cc1ccc(C)c(N2CCN(Cc3nnnn3C3CCCCC3)CC2)c1,11.1,-5.5%,-9.3%,-6.4%,-4.3%,-2.9%&-4.8%
COc1ccc(CN(CC(=O)NC2CCCC2)C(=O)CN2C(=O)COc3ccccc32)cc1,-16.1,-1.3%,-1.9%,-3.2%,-6.2%,9.5%
O=C(C1=NNCC1c1ccc(Cl)cc1)C1CO1 (centres undefined),-36.9,-1.2%,0.0%,-1.0%,-0.8%,-9.6%
C/C(=N/NS(=O)(=O)c1ccccc1)c1ccc(NC(=O)C2CC2)cc1,-37.0,3.8%,8.7%,4.7%,3.3%,14.2%
CCN(CC)CCNC(=O)c1ccc(-c2nc(CN3CCc4ccccc43)c(C)o2)cc1,?,nt,4.6%,nt,20.3%,nt
O=C1NC[C@H](Cc2ccccc2)N(C[C@H]2CCCN2C[C@H](Cc2ccccc2)N2C[C@H](Cc3ccc(O)cc3)N(CC3CCCCCC3)C(=O)C2=O)C1=O,-26.4,-4.6%,nt,nt,nt,?
O=C(Cc1ccccc1F)Nc1ccc(SC(F)F)cc1,6.1,-8.2%,5.0%,-12.3%,?,?
Cc1cc(NC(=O)CSc2ncccc2C(=O)O)no1,-20.0,15.8%,-2.6%,4.4%,-3.1%,-0.3%
O=C(Cn1c(=O)ccn(Cc2ccccc2)c1=O)Nc1cccc(S(=O)(=O)N2CCOCC2)c1,-18.6,4.4%,-0.1%,nt,0.0%,-10.5%
CC1CCCN(C(=O)c2sc3cc([N+](=O)[O-])ccc3c2Cl)C1 (centres undefined),-28.0,-27.0%,-0.6%,2.2%,-0.4%,?
